From PubChem BioAssay
LMNA splice mod: LMNA splicing modulation. hit rate 0.01% among 200,000. HeLa LMNA splicing GFP/RFP minigene ratio, 48 h. Potency, µM (titrated, usually from 46.1 µM), for the others: at the top dose ratio change, negative = inhibition, actives largely listed as inhibitors; active = well fitted inhibition curve with a large enough effect in the signal ratio, with a control signal flat, not every such curve was filed as active; inconclusive = small, poorly fitted or top-dose-only effect, or effect the other way, or a change in a side signal; the % refers to the signal ratio; also: % is scaled to controls: 0 for no effect and ±100 for the full control effect
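S3 HeLa stable clones carrying a lamin A-EGFP splicing minigene plus DsRed2 were seeded at 600 cells/well in Opti-MEM with 2% FBS, pin-dosed and incubated 48 h at 37°C. Acumen cytometry (488 nm) gave the GFP/RFP total-intensity ratio.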
SMN2 splice enh: enhancers of SMN2 splice variant expression; HEK293 SMN2-luciferase splicing reporter, luminescence, 30-36 h; Potency, µM (top dose mostly 46.1 µM), for inactives: at the highest dose activity change, positive = activation, hits mostly activators; hit rate 2.8% among 210,000; also: % of control where 0% means no effect; nearly all actives have a fitted effect of over 55% in size
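HEK293 cells carry an SMN2 […]–luciferase reporter in which exon 7 inclusion puts luciferase in frame. Cells were plated 10-12 h before compound addition, then incubated 30-36 h at 37C. ONE-Glo luminescence was read; sodium butyrate at 4.5 mM final served as control.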
RGS12 GoLoco inh: blocks human Gai1 binding to RGS12 GoLoco peptide, red readout; Gai1:RGS12 GoLoco peptide FP, rhodamine, 10 min; Potency, µM (highest dose often 61.6 µM), without a hit: at the highest dose activity, negative = inhibition, usual class: inhibitors; hit rate 0.44% among 230,000; P63096; active = well fitted inhibition curve with a large enough effect, not every such curve was filed as active; inactive = no such curve, though single readings can be large or run the other way; also: % is scaled to controls: 0 for no effect and ±100 for the full control effect; nearly all actives have a fitted effect of over 30% in size; many of its hits are not listed in these tables
TRb SRC2 PPI: inhibitors of human thyroid hormone receptor beta-SRC2 interaction | hit rate 0.065% among 280,000 | P10828 | AID 1469 | TRbeta-SRC2 peptide binding, fluorescence polarization; receptor liganded with 1 µM T3 | Potency, µM (top dose mostly 106 µM), inactives show at the highest dose activity change, negative = inhibition, hits mostly inhibitors;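 also: plate controls were bound peptide for no effect and peptide without receptor for full effect; nearly all actives have a fitted effect of over 50% in size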
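Fluorescence polarization of 20 nM Texas Red SRC2 peptide (20-aa NR interaction domain) bound to 0.6 uM human TRb ligand-binding domain, with 1 uM T3, after 5 hr at ambient temperature; inhibition seen as decreased polarization.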
TexasRed fluor: counter-screen for TRb-SRC2 inhibitors: fluorescence interference. TRb/SRC2 Texas Red total fluorescence interference. Potency, µM (titrated, usually from 106 µM), for the others: at the highest dose fluorescence change, negative = quenching. hit rate 0.29% among 280,000; active = well fitted curve in either direction with a large enough effect; inconclusive = small, poorly fitted or top-dose-only effect; also: % is scaled to controls: 0 for no effect and ±100 for the full control effect
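Human TRβ ligand-binding domain (0.6 uM) and Texas Red SRC2 peptide (20 nM) in Tris buffer with 1 uM T3 and 5% DMSO were incubated with pinned compound for 5 hr at ambient temperature. Total fluorescence was computed as S + 2P (555/632 nm).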
RECQ1 helicase: inhibitors of human RECQ1 DNA helicase. RECQ1 DNA unwinding, red fluorescence kinetic read. AID 2549. hit rate 0.54% among 240,000. Potency, µM (titrated, usually from 57.3 µM), for the others: at the top dose activity, negative = inhibition, hits mostly inhibitors;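 also: plate controls were vehicle for no effect and no enzyme for full effect; nearly all actives have a fitted effect of over 30% in size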
Target sequence (P46063 whole entry, looked up): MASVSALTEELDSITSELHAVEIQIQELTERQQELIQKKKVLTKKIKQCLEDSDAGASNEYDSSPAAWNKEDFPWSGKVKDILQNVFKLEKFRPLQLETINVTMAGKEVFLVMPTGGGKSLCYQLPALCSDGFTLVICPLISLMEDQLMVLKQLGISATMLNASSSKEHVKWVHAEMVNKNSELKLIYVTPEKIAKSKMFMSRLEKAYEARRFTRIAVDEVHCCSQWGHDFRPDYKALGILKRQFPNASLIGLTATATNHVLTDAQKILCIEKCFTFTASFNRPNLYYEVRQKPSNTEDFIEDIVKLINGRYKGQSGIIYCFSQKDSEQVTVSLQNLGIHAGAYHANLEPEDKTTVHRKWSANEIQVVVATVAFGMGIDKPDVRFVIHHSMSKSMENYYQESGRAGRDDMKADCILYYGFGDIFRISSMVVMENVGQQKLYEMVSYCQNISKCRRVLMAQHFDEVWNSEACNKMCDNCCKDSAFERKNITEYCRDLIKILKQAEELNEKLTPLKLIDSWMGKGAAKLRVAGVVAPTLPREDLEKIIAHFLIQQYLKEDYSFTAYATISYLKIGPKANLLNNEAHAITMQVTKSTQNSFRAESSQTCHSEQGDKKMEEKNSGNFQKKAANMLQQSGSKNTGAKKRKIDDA
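RECQ1T1 50 nM; forked duplex (20 bp + 30-nt ss tails) 200 nM, ATP 2 mM final; pH 8.0, 2 mM MgCl2, 2.5 ug/ml poly(dI-dC); 15 min compound preincubation; discontinuous kinetic read over 2 h at RT.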
KDM4E inh: inhibitors of human JMJD2E histone demethylase; B2RXH2; JMJD2E catalytic domain, FDH-coupled NADH fluorescence (FDH is formaldehyde dehydrogenase); Potency, µM (highest dose often 57.1 µM), for the others: top-dose activity change, negative = inhibition, actives largely listed as inhibitors; hit rate 1.6% among 230,000; AID 2147; active = well fitted inhibition curve with a large enough effect, not every such curve was filed as active; inconclusive = small, poorly fitted or top-dose-only effect, or another doubt; inactive = no such curve, though single readings can be large or run the other way;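 also: 0% = wells with enzyme and -100% = buffer wells without enzyme; nearly all actives have a fitted effect of over 50% in size; many of its hits are not listed in these tables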
Target sequence (B2RXH2 1-337 limits assumed): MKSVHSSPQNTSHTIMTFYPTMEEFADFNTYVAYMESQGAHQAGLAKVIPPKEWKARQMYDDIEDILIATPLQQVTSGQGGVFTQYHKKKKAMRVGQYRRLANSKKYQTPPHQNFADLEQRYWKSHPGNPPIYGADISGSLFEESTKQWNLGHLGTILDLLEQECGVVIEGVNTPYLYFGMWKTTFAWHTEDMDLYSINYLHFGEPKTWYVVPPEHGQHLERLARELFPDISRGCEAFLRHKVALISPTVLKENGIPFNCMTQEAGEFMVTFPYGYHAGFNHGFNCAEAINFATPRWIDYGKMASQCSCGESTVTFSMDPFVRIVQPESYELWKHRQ
ALDH1A1 block: ALDH1A1 (human) enzyme inhibition; P00352; Purified ALDH1A1, NADH fluorescence, propionaldehyde substrate; Potency, µM (highest dose often 75.3 µM), for the others: top-dose activity, negative = inhibition, most hits filed as inhibitors; hit rate 7.3% among 220,000; active = well fitted inhibition curve with a large enough effect, not every such curve was filed as active; inconclusive = small, poorly fitted or top-dose-only effect, or another doubt; inactive = no such curve, though single readings can be large or run the other way;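 also: plate controls were no enzyme wells and a reference inhibitor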
Starred values were filed as active, the others as inactive; i = inactive; ? = inconclusive; . = no result given; & = joins results of further samples; [ ] = dose if it differs, or a comment. Unless noted, calls follow the shape of the dose curve; as a rule, active = well fitted curve in the direction sought with a large enough effect; inconclusive = small, poorly fitted or top-dose-only effect, or another doubt; inactive = no such curve, though single readings can be large; an effect the other way counts as inactive or inconclusive. Potency is read from the fitted curve at half-maximal effect. An excerpt. The share of hits here may be higher or lower than overall.

Results follow in this order: KDM4E inh | RECQ1 helicase | LMNA splice mod | RGS12 GoLoco inh | ALDH1A1 block | TexasRed fluor | SMN2 splice enh | TRb SRC2 PPI
> Cc1cc(C)c(S(=O)(=O)N2CCN=C2c2ccccc2)c(C)c1
    6% | ? | -8% | 12% | ? | 0% | -16% | 2%
> Cc1cc2ncc(S(C)(=O)=O)c(N)n2n1
    -1% | -6% | 26%[46 µM] | 2% | 6% | -3% | 1% | -2%
> Fc1ccc(N2CCN(c3ccc4c(C(F)(F)F)cc(C(F)(F)F)nc4n3)CC2)cc1
    8% | -3% | -12% | 2% | 6% | 3% | -45%[inhibitor] | 4%
> CCN(CC)CCNC(=O)c1ccc2c(=O)n(CCc3ccccc3)c(=O)[nH]c2c1
    -20% | -11% | 8% | 4% | ? | 1% | 16% | 8%
> O=C(CC1SC(=Nc2ccccc2)N(Cc2ccccn2)C1=O)Nc1cccc(Cl)c1 (stereo not given)
    -11% | -13% | ? | 17% | 20µM* | 15% | 14% | 3%
> COc1ccc(CCn2ccc(O)c(Cc3ccc(Cl)cc3)c2=O)cc1OC
    9% | -15% | ? | 12% | 2% | -5% | -16% | -4%
> CC(C)OC(=O)CSc1nc(-c2ccc(F)cc2)nc2ccc(F)cc12
    7% | -5% | 10% | 5% | 0% | -2% | 14% | 5%
> COc1ccccc1C1/C(=C(/O)c2ccccc2)C(=O)C(=O)N1CCO (stereo not given)
    7% | -6% | 7% | 2% | -2% | -1% | 9% | -4%
> Clc1ccc2nc(N3CCN(c4ccccc4)CC3)sc2c1
    4% | -4% | 2% | 4% | 2% | -2% | 3.2µM* | -17%
> O=C(Nc1ccc(Br)cc1Cl)c1cnccn1
    4% | 8% | -2% | 22% | -4% | -5% | 31% | 6%
> COc1cc(C2C3=C(CC(C)(C)CC3=O)N(C)C(=O)N2C)cc(OC)c1OC (stereo not given)
    -5% | -2% | 1% | 3% | 2% | -2% | 0% | -9%
> CC(NC(=O)c1ccccc1NC(=O)c1ccccc1)C(=O)N1CCOCC1 (stereo not given)
    -4% | -7% | -5% | -3% | -13% | -1%[53 µM] | 5% | 0%[53 µM]
> OCC1(CCOc2ccccc2)CCN(Cc2nc3ccc(F)cc3[nH]2)CC1
    -3% | 15% | . | 18% | -12% | 1%[53 µM] | . | 1%[53 µM]
> CCC(CC)C(=O)N(CCc1ccc(OC)cc1)Cc1nc2ccccc2c(=O)[nH]1
    -9% | i | ? | 14% | -10% | 0% | -18% | 1%
> NC(=S)N/N=C/c1ccc(-c2cccc([N+](=O)[O-])c2)o1
    2% | -16% | ? | -7% | ? | -13% | -12% | -12%
> COCCn1c(SCC(=O)Nc2ccc3c(c2)OCCO3)nc2c(c1=O)SC(C)C2 (stereo not given)
    -8% | -3% | ? | 3% | 1% | 4% | ? | 8%
> CC(O)CCC(=O)NNC1CC(=O)N(c2ccccc2)C1=O (stereo not given)
    -4% | 1% | . | 5% | . | 0% | . | -3%
> CN1/C(=C\C(=O)CSc2cccc[n+]2[O-])C(C)(C)c2ccccc21
    ? | -2% | . | 104%[activator] | ? | 2% | -26% | 3%
> CCOC(=O)c1ccc(NC(=O)Nc2ncccc2C)cc1
    -8% | i | . | 3% | 13% | 0% | ? | -8%
> COc1ccc2nc(C(C)O)[nH]c2c1 (stereo not given)
    -3% | i | -10% | 7% | 7% | -5% | 9% | 8%
> Cn1c(SCC(=O)Nc2nccs2)nnc1C12CC3CC(CC(C3)C1)C2
    3% | 1% | 4% | 11% | -10% | 1% | -14% | -11%
> O=C(Cc1ccc(Cl)cc1)NCC(=O)N1CCCC1
    0% | -10% | 13% | 7% | 0% | 2% | -8% | -3%
> CCN(CC)S(=O)(=O)c1ccc(NC(=O)CSc2nnc(-c3cccc(OC)c3)n2C)cc1
    0% | -18% | ? | . | ? | -6% | . | -1%
> O=C(NC(=S)Nc1ccccc1)c1ccc(-c2ccccc2)cc1
    -6% | 4% | -3% | 13% | ? | 1% | -1%[1.84 µM] | -17%
> O=C(NCC(=O)N(CCN1CCOCC1)C(C(=O)NC1CCCC1)c1cccnc1)c1cccs1 (stereo not given)
    -2% | -2% | -7% | -3% | 18% | -2% | -7% | 2%
> CCCCn1c(O)c(N=NC(=O)c2ccccc2NS(=O)(=O)c2cccs2)c2ccccc21
    9% | 11% | -1% | -7% | 11µM* | -4% | -8% | 0%
> Cc1cc(C)n(C(C[N+](=O)[O-])c2ccc(Cl)cc2)n1 (stereo not given)
    -3% | i | 9% | 8% | ? | 2% | 14% | -7%
> COc1cc(C(=O)Nc2cc(C)c(OCC(=O)N3CCOCC3)c(C)c2)cc(OC)c1OC
    2% | -7% | -11% | 1% | 0% | 2% | . | 4%
> Cc1c(NC(=S)N/N=C/c2cccc(O)c2)c(=O)n(-c2ccccc2)n1C
    2% | 10% | 10% | 6% | -4% | 1% | 1% | 7%
> NC(=O)COc1ncn(-c2ccccc2)n1
    0% | 5% | 7% | 4% | 4% | 1% | 11% | -17%
> CC(/C=N\NC(=O)Cn1c(C)nc2ccccc21)=C\c1ccccc1
    -5% | -5% | ? | 6% | 5% | -1% | -77%[inhibitor] | 0%
> CCCNC(=O)c1ccc2c(=O)c(O)c(-c3ccc(C)cc3)[nH]c2c1
    ? | i | . | -3% | . | -3% | . | 9%
> COc1ccc(C(=O)c2c(N)sc3c2CCN(C(=O)OC(C)(C)C)C3)cc1
    ? | i | . | 43%[activator] | . | -1% | . | 1%
> C#CCOCCOCCOCCNc1nc(N2CCOCC2)nc(N2CCN(C(=O)[C@H](C)n3cc(CCCN=C(N)N)nn3)CC2)n1
    1% | -1% | 8% | 8% | 3% | -2% | -8% | 5%
> COCCn1c(SCC(=O)Nc2ccc(Cl)cn2)nc2ccccc21
    4% | -15% | ? | 9% | 16% | 1% | -21% | -1%
> C=CCCN(C(CC(C)C)C(=O)OC)S(=O)(=O)c1cc(Br)ccc1Br (stereo not given)
    -4% | -6%&-11% | . | 3% | . | -3%&-3% | . | 6%&1%
> CCCCNC(=O)c1sc(=S)n(-c2ccccc2OC)c1N
    -10% | -5% | ? | 5% | 8.9µM* | 3% | 2% | 5%
> Cc1ccc(S(=O)(=O)N[C@H]2COC(=O)[C@H](C)COC(=O)[C@H](C)NC(=O)C/C=C\[C@H]2C)cc1
    . | -9%[11.5 µM] | . | . | 3%[13.5 µM] | 4%[11.2 µM] | . | -4%[11.2 µM]
> COc1ccc(C2CCCN2C(=O)Nc2cccc(C(C)=O)c2)cc1OC (stereo not given)
    2% | -7% | 18% | 16% | 5% | 3% | 3% | -14%
> Nc1ccc(OCC(O)C[n+]2ccc(CCS(=O)(=O)[O-])cc2)cc1 (stereo not given)
    ? | 16% | 14%[46 µM] | -11% | -10% | -1% | 15% | 5%
> CN1CCN(C(=O)c2cc3sc4ccccc4c3s2)CC1
    ? | 11% | . | 9% | . | 0% | . | -2%
> O=c1c2sccc2n(Cc2ccc(F)cc2)c(=O)n1-c1ccc(F)cc1
    1% | -3% | 0% | 2% | -3% | 0% | -15%[1.84 µM] | 10%
> O=S(=O)(Nc1nc(SCc2ccc(Cl)cc2)n[nH]1)c1ccccc1
    -5% | -8% | . | 1% | . | 0% | . | -10%
> CCN1CCN(C(c2cccs2)C(C)NC(=O)c2ccccc2OC)CC1 (stereo not given)
    3% | -16% | -6% | 10% | -7% | -6% | 5% | -1%
> CCN1CCN(S(=O)(=O)c2ccc3c(c2)OCCO3)CC1
    -4% | i | 9% | 13% | 4% | 2% | -25% | -1%
> O=C(Nc1ccc(N2C(=O)C3C4C=CC(C4)C3C2=O)cc1Cl)c1cccs1 (stereo not given)
    -11% | i | -8%[46 µM] | 3% | 10% | -2% | 4% | 2%
> Cc1c(Br)c(C(F)(F)F)nn1CC(=O)NCC1CCCO1 (stereo not given)
    6% | i | 7% | 1% | 9% | 1% | 4% | -20%
> Cc1csc(NC(=O)CSc2nc(C(C)C)nc3c2c(=O)n(C)c(=O)n3C)n1
    2% | -5% | -3% | 5% | 11% | -3% | -47%[inhibitor] | -6%
> C=CCSC1=C(C#N)C(c2ccccc2Cl)C(C(=O)c2cccs2)C(O)(C(F)(F)F)N1 (stereo not given)
    1% | 4% | -26% | 4% | 14µM* | -3% | -51%[inhibitor] | 2%
> CC1CCN(S(=O)(=O)c2ccc(F)c(C(=O)O)c2)CC1
    3% | -13% | -4% | 8% | 8% | 0% | -3% | -4%
> COc1cc(/C=N/Nc2nnc3c(n2)[nH]c2ccccc23)ccc1O
    -21% | -6% | -11% | -5% | -6% | 1% | 16% | 8%
> CC(=O)Nc1ccc(S(=O)(=O)Nc2cccc(-c3ccc4nncn4n3)c2)cc1
    6% | i | -1%[46 µM] | 0% | 8% | -2% | 4% | 9%
> Cc1nc2cc(-c3ccccc3)nn2c(C)c1CCC(=O)N1CCN(c2ccccc2)CC1
    -18% | -9% | -5% | 11% | -4% | -5%&-9% | 8%&-12% | 4%&-4%
> CCOCCCNC(=O)C1CCC(CNS(=O)(=O)c2cccc3nsnc23)CC1 (stereo not given)
    4% | i | 3% | 3% | 3% | -1% | -12% | -9%
> Cc1ccc(CN2CCc3c(OCC(=O)Nc4cc(C)ccc4C)cccc3C2=O)cc1
    8% | -1% | ? | 8% | ? | -1% | -28% | 1%
> O=C(c1ccco1)N1CCN(c2c([N+](=O)[O-])nn(-c3cccc(Cl)c3)[n+]2[O-])CC1
    -8% | i | . | -7% | 1% | -5% | -9% | -4%
